High-throughput results from PubChem BioAssay.
ERG Ets-DNA blk – ERG Ets/DNA interaction inhibition; P11308; fluorescence polarization, His-ERG Ets domain / labelled DNA; Potency, µM (highest dose often 76.9 µM), for the others: top-dose FP activity, negative = inhibition, actives largely listed as inhibitors; 370,000 tested, 0.028% active; active = well fitted inhibition curve with a large enough effect in the polarisation, with a control signal flat; inconclusive = small, poorly fitted or top-dose-only effect, or effect the other way, or a change in a side signal; inactive = no such curve, though single readings can be large or run the other way; the % refers to the polarisation;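 also: polarization taken with two DNA probes labelled with fluorescein and Texas red; potency is read from the fitted curve at half-maximal effect; % of control where 0% means no effect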
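His-tagged ERG Ets domain (1 uM in the protein solution; 300mM KCl, 50mM Tris-HCl, 1mM EDTA, 1mM DTT, pH 7.5) received compound, then a probe mix of 5 nM fluorescein-DNA and 100nM Texas-615-DNA. Fluorescence polarization was read for both dyes.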
RGS4 inhibitor – human RGS4 inhibition | Transcreener GDP fluorescence polarization, RGS4-accelerated GTP hydrolysis | 390,000 tested, 0.039% active | Potency, µM (series often up to 114 µM), for inactives: top-dose activity change, negative = inhibition, most hits filed as inhibitors; also: potency is read from the fitted curve at half-maximal effect; % is scaled to controls: 0 for no effect and ±100 for the full control effect; nearly all actives have a fitted effect of over 75% in size; some results filed as inactive show a strong effect at the top dose
Target sequence (P49798 whole entry, looked up): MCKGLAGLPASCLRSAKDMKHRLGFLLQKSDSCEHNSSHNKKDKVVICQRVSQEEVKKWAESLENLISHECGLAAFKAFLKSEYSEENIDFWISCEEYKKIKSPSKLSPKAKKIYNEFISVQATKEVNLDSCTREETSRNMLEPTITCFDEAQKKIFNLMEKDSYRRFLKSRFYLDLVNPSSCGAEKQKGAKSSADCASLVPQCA
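MLSMR compounds (23 nl, pin-transferred) preincubated 10 min at room temperature with a 500nM (2x) first reagent, then RGS4 at 900nM (2x) plus Transcreener GDP mix added; fluorescence polarization (620/688 nm) read before and after 90 min at 30 °C.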
Anesthetic bind – binds horse apoferritin like a general anesthetic | P02791 | 350,000 tested, 0.074% active | Potency, µM (top dose mostly 77.5 µM), for the others: at the top dose activity change, negative = displacement, hits mostly inhibitors | apoferritin/1-aminoanthracene competitive binding, fluorescence; also: potency is read from the fitted curve at half-maximal effect; % is scaled to controls: 0 for no effect and ±100 for the full control effect; nearly all actives have a fitted effect of over 20% in size
Target sequence (P02791 2-175 limits assumed): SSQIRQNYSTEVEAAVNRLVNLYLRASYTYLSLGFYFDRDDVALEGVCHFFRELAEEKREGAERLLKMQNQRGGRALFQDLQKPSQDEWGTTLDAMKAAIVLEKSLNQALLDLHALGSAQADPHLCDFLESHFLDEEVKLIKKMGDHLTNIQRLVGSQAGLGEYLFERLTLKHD
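Probe: 1-aminoanthracene (50% saturated, PBS). Protein: horse-spleen apoferritin, 10 uM. Incubation: 10 min, room temperature. Detection: 380 nm excitation, 535 nm emission. Analysis: normalized response, four-parameter Hill.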
APEX1 inh – blocks human APE1 abasic DNA cleavage; Potency, µM (series often up to 65.8 µM), for inactives: at the top dose activity change, negative = inhibition, most hits filed as inhibitors; AID 2517; recombinant APE1, TAMRA/BHQ-2 abasic DNA cleavage fluorescence; P27695; 350,000 tested, 0.35% active;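 also: potency is read from the fitted curve at half-maximal effect; plate controls were vehicle for no effect and reference inhibitor for full effect; nearly all actives have a fitted effect of over 55% in size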
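Substrate: short duplex with […] THF abasic site, 5'-TAMRA and 3'-BHQ-2, 50 nM final. APE1 at 0.75 nM, preincubated 15 min RT with compound. Fluorescence increase from first to third read measured activity.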
Pol eta inh – blocks human DNA polymerase eta activity; recombinant Pol eta, fluorescent DNA replication assay; 390,000 tested, 1.2% active; Q9Y253; Potency, µM (series often up to 114 µM), without a hit: at the highest dose activity change, negative = inhibition, hits mostly inhibitors; also: potency is read from the fitted curve at half-maximal effect; % is scaled to controls: 0 for no effect and ±100 for the full control effect
Target sequence (Q9Y253 whole entry, looked up): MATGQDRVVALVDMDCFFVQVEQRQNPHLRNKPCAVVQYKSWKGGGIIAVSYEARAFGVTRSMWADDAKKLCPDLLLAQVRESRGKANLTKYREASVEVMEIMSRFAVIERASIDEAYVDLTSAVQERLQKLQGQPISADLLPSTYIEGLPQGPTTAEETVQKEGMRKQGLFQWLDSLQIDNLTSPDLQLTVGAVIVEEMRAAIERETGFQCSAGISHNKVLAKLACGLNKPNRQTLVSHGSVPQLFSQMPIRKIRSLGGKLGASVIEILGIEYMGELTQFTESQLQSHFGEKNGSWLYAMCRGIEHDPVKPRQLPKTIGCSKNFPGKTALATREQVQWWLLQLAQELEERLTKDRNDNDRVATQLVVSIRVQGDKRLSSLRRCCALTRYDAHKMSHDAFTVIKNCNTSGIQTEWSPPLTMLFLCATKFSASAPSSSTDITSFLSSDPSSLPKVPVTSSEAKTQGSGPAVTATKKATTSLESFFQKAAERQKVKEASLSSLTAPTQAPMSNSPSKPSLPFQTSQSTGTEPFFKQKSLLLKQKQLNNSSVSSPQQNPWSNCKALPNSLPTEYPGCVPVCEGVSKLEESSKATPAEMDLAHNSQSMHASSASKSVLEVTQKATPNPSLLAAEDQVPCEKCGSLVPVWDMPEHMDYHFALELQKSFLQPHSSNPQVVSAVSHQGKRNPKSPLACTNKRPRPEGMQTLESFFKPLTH
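Fluorescent replication assay: 50 nM final substrate added after a 15 min room-temperature compound preincubation with 10 nM enzyme. Signal taken at 0 min and again at 10 min.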
ALOX12 inh – inhibitors of human 12S-lipoxygenase ALOX12; Potency, µM (doses to about 108 µM), without a hit: at the highest dose activity change, negative = inhibition, hits mostly inhibitors; AID 1671190; purified 12hLO, xylenol orange hydroperoxide absorbance; P18054; 580,000 tested, 1.1% active; also: potency is read from the fitted curve at half-maximal effect; % is scaled to controls: 0 for no effect and ±100 for the full control effect
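Purified human 12hLO (150 nM final) in 25 mM Hepes, 0.01% Triton X-100, pH 7.0 was preincubated 15 min at room temperature with compound. Then 40 uM arachidonic acid was added, 30 min. Hydroperoxide was read by Fe-XO absorbance ratio 573/405 nm.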
POLB inh – DNA polymerase beta (human) inhibition; P06746; Pol beta primer extension/strand displacement, fluorescence kinetic; Potency, µM (highest dose often 114 µM), for inactives: at the highest dose activity change, negative = inhibition, actives largely listed as inhibitors; 340,000 tested, 1.3% active; AID 485314; also: potency is read from the fitted curve at half-maximal effect; % is scaled to controls: 0 for no effect and ±100 for the full control effect
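Preincubation: enzyme (10 nM) with compound, 15 min, RT. Reaction: substrate added to 50 nM final. Reads: 0 and 10 min. Analysis: normalized, Hill fit.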
LDHA inh – blocks human lactate dehydrogenase A; activity change, % (values are at about 110 or 230 µM); purified LDHA, NADH/diaphorase-resazurin fluorescence; active compounds read low; P00338; 480,000 tested, 0.15% active; in the data active = activity change below about -30%; inconclusive = mostly about -25% to -30%;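 also: plate controls were DMSO wells for no effect and wells without enzyme for full effect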
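Resorufin fluorescence (ex540/em590), read at 0 and 20 min after diaphorase/resazurin addition, reports the NADH left after a 5 min room-temperature reaction of 2 nM human LDH5 with 0.06 mM NADH and 0.2 mM pyruvate.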
POLK inh – inhibitors of human DNA polymerase kappa; 400,000 tested, 0.53% active; Potency, µM (doses to about 107 µM), inactives show at the highest dose activity, negative = inhibition, most hits filed as inhibitors; Q9UBT6; AID 588579; purified Pol kappa, fluorescent DNA synthesis assay, 10 min; also: potency is read from the fitted curve at half-maximal effect; % is scaled to controls: 0 for no effect and ±100 for the full control effect
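Readout: fluorescence, taken kinetically at 0 and 10 min. Conditions: 10 nM Pol kappa, 15 min RT compound preincubation, 50 nM substrate final. Controls: enzyme-free buffer wells.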
Active calls of the source: *; ? = inconclusive; . = not tested or not shown; [ ] = remark or other dose. Unless noted, calls follow the shape of the dose curve; as a rule, active = well fitted curve in the direction sought with a large enough effect; inconclusive = small, poorly fitted or top-dose-only effect, or another doubt; inactive = no such curve, though single readings can be large; an effect the other way counts as inactive or inconclusive. Some of the compounds tested, so the mix of outcomes need not match the whole.

Values run as follows: ERG Ets-DNA blk, RGS4 inhibitor, Anesthetic bind, APEX1 inh, Pol eta inh, ALOX12 inh, POLB inh, LDHA inh, POLK inh
COc1cccc(/C=N/NC(=O)C(C)Cn2cnc3ccccc32)c1 (stereo not given)
→ 0%, 26%, -4%, 5%, -17%, -6%, -1%, -4, 17%
O=C(N=C1SC2CS(=O)(=O)CC2N1CCc1ccc(F)cc1)C1CCCCC1 (stereo not given)
→ -9%, -32%, -3%, 37%, -12%, 15%, 24%, -3, 7%
CN1CCCC(CC2Oc3ccccc3Sc3ccccc32)C1 (stereo not given)
→ -13%, -3%, -7%, -1%, -4%, ?, -1%, -11, 4%
Cn1c(CCNC(=O)c2ccc(Cl)cc2)n[nH]c1=S
→ 8%, 10%, -16%, 3%, 4%, -47%, 0%, -9, -1%
COc1ccc(CC(=O)NC2CC(=O)N(c3cccc(F)c3)C2)cc1OC (stereo not given)
→ 3%, 18%, 4%, ., -18%, -16%, 31%[activator], -9, -9%[60.1 µM]
COc1ccc(-n2c(N)c(Br)c(=O)[nH]c2=O)cc1
→ 6%, 3%, 2%, 8%, 13%, 15%, 5%, -1, 9%
COC(=O)c1ccc(S(=O)(=O)c2ccccc2)c(N)c1
→ -6%, -9%, 372%[activator], 1%, 2%, ?, 4%, -5, -16%
COc1ccc(OC)c(S(=O)(=O)N2CCC(C(=O)N3CCN(Cc4ccccc4)CC3)CC2)c1
→ 0%, -9%, -16%, -3%, 3%, 0%, -20%, -1, -5%
COc1ccc(S(=O)(=O)CCC(=O)N2c3ccccc3CC2C)cc1 (stereo not given)
→ 2%, -23%, 4%, 2%, -10%, ?, 4%, -1, -13%
O=C(CN1C(=O)NC2(CCCC2)C1=O)Nc1nc2ccccc2s1
→ ?, -16%, ., 39%, -12%, -2%, ., 0, 5%
Cc1[nH]n(-c2cccc([N+](=O)[O-])c2)c(=O)c1-c1ccccc1
→ -2%, -16%, -16%, -4%, -9%, ?, -23%, 1, 8%
CN(CC(=O)N1CCN(Cc2ccccc2)CC1)S(=O)(=O)c1ccc(F)cc1
→ -7%, 11%, 0%, 13%, -5%, 5%, 52%, -11, -13%
Cc1onc(-c2ccccc2Cl)c1C(=O)Nc1ccc(Cl)cn1
→ -11%, 9%, -15%, -6%, -13%, 3%, 6%, -8, -10%
O=C(CCNS(=O)(=O)c1c(Cl)cccc1Cl)OCC(=O)c1ccccc1
→ -11%, -11%, ?, -2%, -16%, -13%, 6%, -2, 1%
CC(=O)N1N=C(c2cccnc2)OC1c1ccc(C(C)C)cc1 (stereo not given)
→ -6%, -10%, -8%, -1%, -7%, -6%, -2%, -1, -6%
COc1ccc2c(c1)C1CC(C)(NC(=O)C1C(=O)c1ccccc1)O2 (stereo not given)
→ -5%, -4%, -1%, -3%, -6%, 0%, -4%, 2, 5%
CCCCNC(=O)[C@H]1C[C@H]1[C@@H](O)[C@H](CO)NC(=O)[C@H](Cc1ccccc1)NC(=O)OC(C)(C)C
→ 2%, -5%, -6%, 26%, -7%, 0%, -2%, -2, 2%
CCC(=O)N1CCc2nc(-c3ccccc3)sc2C1
→ 6%, -17%, 1%, 14%, 6%, 11%, 91%, -2, -13%
O=C(CN(c1ccc(Cl)c(C(F)(F)F)c1)S(=O)(=O)c1ccccc1)N/N=C/c1cccc2c1OCCO2
→ 3%, 14%, ?, -9%, -17%, 111%[activator], -6%, 1, -12%
O=C(CCC1N=C2c3ccccc3N=C(SCc3ccc(F)cc3)N2C1=O)NCc1ccco1 (stereo not given)
→ 2%, -29%, ?, 0%, -8%, -20%, ?, -14, -23%
O=C(c1cccnc1)N1N=C(C2CC2)CC1(O)C(F)(F)F (stereo not given)
→ 3%, 6%, -6%, 13%, 2%, 2%, 18%, -6, -5%
O=C(NC1CCCC1)C(c1ccccc1F)N(C(=O)c1csnn1)C1CC1 (stereo not given)
→ -2%, 10%, 6%, 2%, -6%, 12%, 40%, -3, -3%
Cc1ccccc1Nc1ncnc2c1c(-c1ccccc1)cn2-c1ccc(F)cc1
→ -1%, -2%, -11%, ., -5%, -19%, 1%, -4, -11%[60.1 µM]
CCOC(=O)c1c(O)c2ccccc2oc1=O
→ -4%, 1%[56.9 µM], -7%, -1%, -1%, ?, -1%, 0, -14%
COc1ccc(CNc2nc(SC)n[nH]2)cc1OC
→ -14%, -33%, -1%, -3%, 1%, 12%, -3%, -6, -9%
CCOC(=O)c1c2n(c3ccc(O)cc13)CCCCC2
→ -4%, -24%, -1%, -6%, -6%, 0%, 16%, -3, -9%
O=C(CON=C1c2ccccc2-c2ccccc21)NC12CC3CC(CC(C3)C1)C2
→ 9%, -9%, -21%, -4%, -22%, -24%, 40%, 3, -5%
COc1ccc(CNC(=O)C2CCN(c3nnc(-n4c(C)ccc4C)s3)CC2)c(OC)c1
→ 6%, -7%, -4%, ., ., -7%, 26%, -4, 0%
Cc1cnc(NC(=O)CSc2nnc(-c3ccncc3)n2C2CCCCC2)s1
→ 4%, 20%, -7%, 9%, -15%, 0%, 0%, -8, 1%
COc1ccc(OC)c(NC(=O)CN(Cc2ccc(Cl)cc2)S(C)(=O)=O)c1
→ -1%, -42%, -11%, 2%, -5%, -27%, 18%, 8, -4%

Gathered by group: the compounds so far with an NH in an aromatic ring.
Values run as follows: ERG Ets-DNA blk, RGS4 inhibitor, Anesthetic bind, APEX1 inh, Pol eta inh, ALOX12 inh, POLB inh, LDHA inh, POLK inh
Cn1c(CCNC(=O)c2ccc(Cl)cc2)n[nH]c1=S
→ 8%, 10%, -16%, 3%, 4%, -47%, 0%, -9, -1%
COc1ccc(-n2c(N)c(Br)c(=O)[nH]c2=O)cc1
→ 6%, 3%, 2%, 8%, 13%, 15%, 5%, -1, 9%
Cc1[nH]n(-c2cccc([N+](=O)[O-])c2)c(=O)c1-c1ccccc1
→ -2%, -16%, -16%, -4%, -9%, ?, -23%, 1, 8%
COc1ccc(CNc2nc(SC)n[nH]2)cc1OC
→ -14%, -33%, -1%, -3%, 1%, 12%, -3%, -6, -9%

(cont.)
Values run as follows: ERG Ets-DNA blk, RGS4 inhibitor, Anesthetic bind, APEX1 inh, Pol eta inh, ALOX12 inh, POLB inh, LDHA inh, POLK inh
COc1cc(C(=O)NNC(=O)c2ccc3c(c2)OCCO3)cc(OC)c1OC
→ -5%, 2%, ., 1%, -18%, 4%, ., -1, -4%
CCOc1ccc(-c2n[nH]c(=S)n2/N=C/c2cc3c(cc2[N+](=O)[O-])OCO3)cc1
→ 6%, -52%, 5%, -9%, -6%, ?, 19%, 3, -20%
COc1ccccc1C1CN(c2ccccc2)N=C1c1cccs1 (stereo not given)
→ ., -28%, 162%[activator], 1%, 2%, 6.3µM*, 1%, -2, -14%
CCc1ccccc1NC(=O)CNC(=O)CSC(=S)N1CCCC1
→ 1%, -15%, ., -2%, -8%, 11%, ., -3, -2%
COC(=O)c1cc(NC(=O)Nc2ccccc2)ccc1Cl
→ -4%, -27%, -3%, 2%, -16%, -16%, 1%, -3, -13%
O=C(CSc1ncn[nH]1)NCCc1ccc(Cl)cc1
→ 10%, 8%, -6%, 21%, 5%, -5%, 23%, -2, 3%
CC(=O)n1cc([C@H]2C=C(C(=O)N3CCN(Cc4ccc5c(c4)OCO5)CC3)O[C@@H](OCc3ccc(CO)cc3)C2)c2ccccc21
→ -1%, -21%, 36%[activator], -2%, -19%, -15%, 1%, 1, 2%
Cc1cccc(-n2c(SCC(N)=O)nnc2-c2ccccn2)c1C
→ 8%, -17%, -8%, 4%, 9%, 0%, 0%, -6, 0%
Cc1cc(C)nc(NC(=O)c2cc(Br)ccc2Cl)n1
→ 4%, 2%, -6%, 3%, -8%, -5%, 1%, 0, -4%
Cc1cc(N2CCN(S(=O)(=O)c3ccc4c(c3)OCCO4)CC2)n2ncnc2n1
→ 1%, 24%, -21%, 6%, -10%, 0%, 22%, -5, 0%
O=S(=O)(N/N=C\c1cccn1-c1ccccc1)c1ccc2ccccc2c1
→ 2%, -28%, -13%, -7%, -14%, 0%, 9%, -3, -11%
O=C(OCC(=O)N1CCCC1=O)c1ncc(Cl)c(Cl)c1Cl
→ 3%, -8%, ., 43%, -17%, ?, ., -3, 3%
COC(=O)c1ccc2c(=O)n(CCN3CCOCC3)c(SCC(=O)Nc3ccc(OC)cc3OC)nc2c1
→ ?, -42%, -7%, 24%, -18%, -5%, -1%, -7, -11%
CCCc1cc(-c2ccc3c(c2)COc2c4ccccc4nn2-3)on1
→ -3%, -38%, ., 31%, -22%, 18%, ., 0, ?

Record cards (already shown):
Listed for O=C(CSc1ncn[nH]1)NCCc1ccc(Cl)cc1 : ERG Ets-DNA blk = 10%; RGS4 inhibitor = 8%; Anesthetic bind = -6%; APEX1 inh = 21%; Pol eta inh = 5%; ALOX12 inh = -5%; POLB inh = 23%; LDHA inh = -2; POLK inh = 3%
Listed for CCCc1cc(-c2ccc3c(c2)COc2c4ccccc4nn2-3)on1 : ERG Ets-DNA blk = -3%; RGS4 inhibitor = -38%; Anesthetic bind = .; APEX1 inh = 31%; Pol eta inh = -22%; ALOX12 inh = 18%; POLB inh = .; LDHA inh = 0; POLK inh = ?
Listed for O=S(=O)(N/N=C\c1cccn1-c1ccccc1)c1ccc2ccccc2c1 : ERG Ets-DNA blk = 2%; RGS4 inhibitor = -28%; Anesthetic bind = -13%; APEX1 inh = -7%; Pol eta inh = -14%; ALOX12 inh = 0%; POLB inh = 9%; LDHA inh = -3; POLK inh = -11%
